Bioassay records: PubChem BioAssay, several laboratories
Shn3 inh set2: inhibitors of Schnurri-3 3'UTR reporter in osteoblasts; Clone20 osteoblast Shn3 3'UTR firefly luciferase, 24 h; AID 588674; actives 0.52% (n = 360,000); inhibition, % at 12.5 µM;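 active means mean inhibition of at least 75% with every replicate also reaching 75%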;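 further: 0% = median of neutral control wells and 100% = pilot-screen positive control compound; some compounds past the cut are filed as inactive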
NR2E3 ag-1: activates human photoreceptor nuclear receptor NR2E3 | GST-NR2E3/biotin-RetCOR TR-FRET, 1536-well | inhibition of corepressor binding, % at 4.78 µM | actives 0.12% (n = 320,000) | AID 2300;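 active means percent inhibition above the cutoff of mean plus 3 SD of all tested compounds, set per screening campaign, cut at about 20% in these data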;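 further: 0% = DMSO wells and 100% = biotin wells as full block of FRET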
Target sequence (Q9Y5X4 whole entry, looked up): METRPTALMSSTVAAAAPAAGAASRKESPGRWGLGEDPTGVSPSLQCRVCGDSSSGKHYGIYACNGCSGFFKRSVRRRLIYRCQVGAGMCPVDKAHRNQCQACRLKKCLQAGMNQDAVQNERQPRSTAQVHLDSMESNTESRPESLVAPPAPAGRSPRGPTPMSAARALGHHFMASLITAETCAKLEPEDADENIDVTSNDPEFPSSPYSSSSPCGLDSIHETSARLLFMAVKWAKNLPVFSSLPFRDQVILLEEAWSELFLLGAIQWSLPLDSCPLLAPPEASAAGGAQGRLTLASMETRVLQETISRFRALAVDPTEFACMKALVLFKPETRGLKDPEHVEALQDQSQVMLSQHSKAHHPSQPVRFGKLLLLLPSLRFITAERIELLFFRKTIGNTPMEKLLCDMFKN
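Format: 1536-well format; test system: GST-NR2E3 and biotin-RetCOR proteins; read-out basis: percent inhibition of TR-FRET ratio; timing: 5 h incubation at 4 °C; detection: time-resolved FRET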
TWEAK-Fn14 inh: TWEAK-Fn14 signaling inhibition | TWEAK-stimulated Fn14 reporter cells, luciferase luminescence, 8 h | inhibition, % at 10 µM | actives 2% (n = 360,000) | AID 1159606; in the data active means inhibition above about 50%
NR2E3 ag-2: activates human NR2E3 receptor; AID 602229; inhibition of corepressor binding, % at 3.98 µM; Q9Y5X4; actives 0.35% (n = 360,000); CHO-S Gal4-NCOR/VP16-NR2E3 two-hybrid, luciferase;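 active means inhibition above the mean of all tested compounds plus 3 SD, cut at about 70% in these data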;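 further: 0% = DMSO with NR2E3 transfected cells and 100% = cells lacking NR2E3 construct; higher means lower luciferase signal from less NR2E3 corepressor binding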
TRPM1 prom inh: inhibitors of MITF-driven TRPM1 promoter in melanoma cells; SK-MEL-5 TRPM1 promoter luciferase, 24 h; actives 0.83% (n = 330,000); inhibition, % at 12.5 µM;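 active means mean inhibition across replicates of 60% or more, whatever share of single replicates reaches that level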; further: values of inactives mirror those of a sister screen read the other way
CF NFkB block: cystic fibrosis NF-kB activation inhibition | inhibition, % at 5 µM | AID 588850 | KKLEB NF-kB-GFP reporter, PAF-induced, GFP fluorescence overnight | actives 0.86% (n = 360,000);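 active means at least 50% inhibition at 5 µM, scaled per plate between neutral and stimulator controls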;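 further: PAF is a Pseudomonas aeruginosa culture filtrate used as stimulus; plate controls were PAF-stimulated DMSO wells for no effect and unstimulated DMSO wells for full effect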
hiPSC survival: increases survival of single human iPS cells; hiPSC single-cell survival, ATPlite luminescence; 100% = ROCK inhibitor wells, 0% = DMSO; survival enhancement, % at 20 µM; actives 0.044% (n = 360,000); in the data active means survival enhancement above about 18%;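 further: cells exposed to compounds for 16 hours before the ATP read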
Peg3 prom inh: Peg3 promoter activity inhibition; actives 1.7% (n = 360,000); HeLa PEG-Prom luciferase reporter, luminescence, overnight; AID 588405; inhibition, % at 20 µM;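 active means inhibition of at least 50% at 20 µM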
KKLEB tox: CF airway cell cytotoxicity counter-screen | KKLEB CF airway cells viability, ATPlite luminescence, overnight; hits give low values; cells stimulated with P. aeruginosa culture filtrate | activity change (cytotoxicity), % at 5 µM | actives 0.36% (n = 360,000) | AID 602141;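 active means corrected activity change at or below -50% at 5 µM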
HIF-2a inh: HIF-2a inhibition; inhibition, % at 18.8 µM; AID 624352; 786-0 RCC cells HIF-2a reporter, luciferase luminescence, overnight; actives 0.72% (n = 360,000);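 active means inhibition of the luminescence signal of 40% or more relative to plate controls, in a single-dose primary screen at 18.75 µM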
aDG glyco up: alpha-DG glycosylation activation; Pro5-aDG cells, alpha-DG glycosylation AlphaScreen (IIH6); 0% Pro5, 100% B10-LARGE cell signal; AID 624168; actives 0.22% (n = 360,000); activation, % at 10 µM;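 active means activation of at least 8% versus controls, or a plate z-score of at least 8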;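 further: Pro5 are CHO cells carrying HIG-tagged alpha-DG that lacks glycosylation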
The depositor's hits bear a star; / = no result given.

SMILES	Shn3 inh set2	NR2E3 ag-1	TWEAK-Fn14 inh	NR2E3 ag-2	TRPM1 prom inh	CF NFkB block	hiPSC survival	Peg3 prom inh	KKLEB tox	HIF-2a inh	aDG glyco up
COc1cc(CN2CCNC(=O)C2CC(=O)N2CCCCO2)cc(OC)c1 (stereo not given)	1	1	-2	19	11	-6	3.2	7	6	16	0.1
CN(C)c1cccc(C(=O)Nc2cccc(F)c2)c1	-22	-5	-35	-74	-23	-6	3.2	-251	10	-207	-0.1
COc1ccc(-c2nnn(CC(=O)OC3CCCCC3)n2)cc1OC	6	2	-4	10	9	-4	12	7	10	22	0.8
CCCCN=C1CC(C)(C)CC(=O)/C1=C(/O)CCCN1C(=O)c2ccccc2C1=O	1	0	9	-11	-3	18	-0.7	22	-11	15	0.0
O=C(CSc1nc2ccccc2[nH]1)NCCCn1ccnc1	-6	3	-11	22	1	-5	-2.3	14	-18	19	0.4
c1ccc(Cc2nnc3n2CCCCC3)cc1	-1	-1	8	-1	-4	-8	-2.2	6	5	12	0.0
COc1ccccc1NC(=O)CSc1nc(N)c(C#N)cc1C#N	-4	-1	7	-14	5	4	2.1	-3	-9	-6	-0.4
CCOc1ccc(CCN2C(=O)C(=O)N([C@@H](CC(C)C)CN3CCC[C@@H]3CN3C(=O)C(=O)NC[C@@H]3Cc3ccccc3)C[C@@H]2CC(C)C)cc1	-5	/	15	1	31	-2	-0.2	29	-9	-4	-0.2
CCc1cc2c(=O)n(C(C)C(=O)OC3CCCCC3)cnc2s1 (stereo not given)	-24	2	-35	-71	-96	1	-1.7	-202	-8	-197	0.4
Brc1csc2ncccc12	-15	-2	11	19	-10	-3	-0.3	1	1	20	0.0
CC(C)c1[nH]nc2c1C(c1cccnc1)C(C#N)=C(N)O2 (stereo not given)	2	3	60*	12	-6	13	1.4	6	-18	-1	0.0
CC(C)n1c(N2CCN(C(=O)N3CCCCC3)CC2)nc2ccccc21	-77	1	3	-25	9	7	0.0	16	1	15	-0.1
CCN1CCN(CC(=O)Nc2cccc(C)c2C)C(=O)C1=O	-3	0	7	-2	23	3	-0.2	3	2	9	-0.2
CC1CN(C(=O)/C=C/c2ccc(SC(F)F)cc2)CC(C)O1 (stereo not given)	-12	-4	-5	-15	-8	-11	0.5	-26	7	-23	0.0
CCC(C)[C@H](NC(=O)[C@@H]1CSC2c3ccccc3C(=O)N21)C(=O)NCC1CCCO1 (stereo not given in full)	-5	2	-4	1	1	-15	-0.4	8	11	-1	-0.1
COc1ccc(OCCCC(=O)NNC(=O)c2ccncc2)cc1	-1	-2	3	-12	10	-14	-0.1	9	-4	14	0.2
COc1cccc(C2C(C#N)=C(N)Oc3cc(C)n(Cc4ccccn4)c(=O)c32)c1OC (stereo not given)	-1	-1	6	-1	9	-1	1.2	9	0	0	0.0
CCOC(=O)C1(CCCc2ccccc2)CCN(Cc2cnc(C)s2)CC1	45	-1	11	10	5	6	-2.7	9	12	19	0.2
O=C(c1ccc(Cl)cc1)N1CCC(C(=O)N2CCN(c3ncccn3)CC2)CC1	-18	0	3	-11	-11	11	0.6	8	-4	8	0.7
CCC(C)N(C)C1CCN(C(=S)Nc2cccc(SC)c2)CC1 (stereo not given)	7	-3	-6	-1	8	8	-0.5	-7	-10	8	0.1
CC(CCc1ccccc1)NC(=O)COC(=O)C(CCC(N)=O)NC(=O)c1ccc(F)cc1 (stereo not given)	-13	1	15	-14	-6	1	0.3	6	20	-6	-0.1
O=C(COC(=O)CNC(=O)C1CCCCC1)Nc1ccccc1Cl	2	3	-15	13	-2	25	0.3	4	-11	0	0.1
CCCn1c(SCC(=O)N(C)C2CCS(=O)(=O)C2)nc2sc3c(c2c1=O)CCC3 (stereo not given)	9	/	2	-35	2	7	2.0	19	-8	6	0.2
COc1ccc(-n2c(=O)[nH]cc(C(=O)Nc3ccc4c(c3)OCO4)c2=O)cc1OC	4	1	3	-15	-3	11	-0.5	-11	-3	-9	0.1
Cc1cc2nc(CCl)cc(=O)n2[nH]1	-2	-1	-5	-13	3	-13	-0.9	-1	7	17	0.6
Cc1c(C)n(C)c2ccc(C(=O)Nc3cccc4ccccc34)cc12	11	1	-1	-29	-2	2	-2.2	-34	-8	-91	0.1
Cc1cc(Oc2cccc3c2S(=O)(=O)N(C2CCCC2)CC(COCc2ccccc2)O3)cc(C)c1C (stereo not given)	33	/	16	-10	8	7	-2.8	11	7	15	0.0
CC(=O)C(/C=N/c1cc(-c2ccc(C)cc2)nn1-c1ccccc1)=C(\C)O	-43	-2	1	-102	-33	-7	-1.4	-211	7	-213	0.1
N#CC(=C=[N-])c1nc2ccccc2nc1-[n+]1cccc(NC(=O)c2cccs2)c1	/	0	13	-3	2	-15	0.4	-1	0	1	-0.1
CC(C)CCN1C(=O)c2ccc(C(=O)Nc3c[nH]c(=O)[nH]c3=O)cc2C1=O	-12	3	-5	-1	-1	0	-0.8	16	4	11	0.2
CCc1nc2cc(Cl)c(Cl)cc2[nH]1	-3	2	-13	-36	11	7	-2.0	-20	5	-31	-0.1
COc1ccc(NC(=O)C[C@H]2C(=O)N(Cc3ccccc3)C[C@@H]2CSC)cc1	-19	/	-25	-12	/	8	1.1	12	15	10	0.2
COc1cc2nc(C3CCC3)n(NC(=O)c3ccco3)c(=O)c2cc1OC	16	-2	5	-17	5	5	0.4	0	-6	8	0.0
CCOc1ccc(NC(=O)CN2CCN(CC(=O)Nc3ccc4c(c3)OCO4)CC2)cc1	7	-2	3	-12	12	2	8.4	9	3	13	0.1
CC(=O)c1ccc(NC(=O)CSc2ccsc2[N+](=O)[O-])cc1	-15	/	-14	-19	-14	-46	2.6	-64	4	-84	-0.5
CCc1ccc(CNCc2ccc(F)cc2)cc1	0	2	-9	-2	-4	10	2.2	-7	-5	2	-0.1
CCCOC(=O)Nc1ccc(C(N)=O)cc1	-1	3	0	-23	-10	-23	-2.2	-43	-6	-38	-0.2
COc1cccc(NC(=O)N2CCN(S(C)(=O)=O)CC2)c1	5	0	8	3	-9	-1	1.0	2	3	2	-0.3
CC(C)NC(=O)c1ccc2c(=O)n(C3CCCC3)c(=S)[nH]c2c1	16	-1	-4	-2	-7	6	0.5	4	0	16	0.1
CC(=O)c1cc2c(cc1NC(=O)CN1CCCCCC1)OCO2	12	1	-21	-19	-8	-12	-0.6	10	-6	9	0.3

Results in HIF-2a inh, for some of the entries so far:
| SMILES | HIF-2a inh |
| --- | --- |
| Cc1cc(Oc2cccc3c2S(=O)(=O)N(C2CCCC2)CC(COCc2ccccc2)O3)cc(C)c1C (stereo not given) | 15 |
| Cc1c(C)n(C)c2ccc(C(=O)Nc3cccc4ccccc34)cc12 | -91 |

4 of the entries above in order of their number in NR2E3 ag-2, falling:
structure	Shn3 inh set2	NR2E3 ag-1	TWEAK-Fn14 inh	NR2E3 ag-2	TRPM1 prom inh	CF NFkB block	Peg3 prom inh	HIF-2a inh	aDG glyco up
Cc1cc2nc(CCl)cc(=O)n2[nH]1	-2	-1	-5	-13	3	-13	-1	17	0.6
COc1ccc(-n2c(=O)[nH]cc(C(=O)Nc3ccc4c(c3)OCO4)c2=O)cc1OC	4	1	3	-15	-3	11	-11	-9	0.1
CC(=O)c1cc2c(cc1NC(=O)CN1CCCCCC1)OCO2	12	1	-21	-19	-8	-12	10	9	0.3
CC(=O)C(/C=N/c1cc(-c2ccc(C)cc2)nn1-c1ccccc1)=C(\C)O	-43	-2	1	-102	-33	-7	-211	-213	0.1

The listing continues.
SMILES	Shn3 inh set2	NR2E3 ag-1	TWEAK-Fn14 inh	NR2E3 ag-2	TRPM1 prom inh	CF NFkB block	hiPSC survival	Peg3 prom inh	KKLEB tox	HIF-2a inh	aDG glyco up
CC(=O)c1ccc(NC(=O)c2cc3ccccc3o2)cc1	-36	4	38	-141	-42	-9	-0.2	-236	-3	-190	0.1
O=c1c2ccccc2nc2n1CCS2(=O)=O	7	1	0	-12	28	12	0.6	19	-30	11	0.1
COc1ccc(C(=O)/C=C2\NCCc3cc(OC)c(OC)cc32)cc1OC	22	3	-31	7	-5	23	-0.7	16	0	11	-0.3
O=C(NNC(=O)c1ccncc1)Nc1cccc([N+](=O)[O-])c1	4	2	0	-4	2	-13	-3.1	0	1	14	0.0
CCCCCCCc1n[nH]c(=S)n1Cc1ccccc1	6	1	-16	-39	11	6	0.4	17	5	10	0.0
CC(C)NC(=O)NC(=O)CN1c2cccc3cccc(c23)S1(=O)=O	-14	-3	-5	2	30	-11	-0.1	2	7	20	0.1
CC(C)C(NC(=O)c1ccc(C(C)(C)C)cc1)C(=O)Nc1ccc(N2CCOCC2)cc1 (stereo not given)	6	2	-16	16	7	14	-3.3	-5	6	4	-0.4
COc1ccc(C2CC(=O)c3sc(NC(C)=O)nc3C2)cc1 (stereo not given)	-47	6	72*	-16	-23	-14	-0.4	-11	2	-34	0.1
Cc1ccc2c(c1)N(CC(=O)N1CCN(c3nc4ccccc4s3)CC1)C(=O)C(C)O2 (stereo not given)	6	2	23	-17	-1	9	0.8	-16	-3	-85	1.8
COc1cccc2cc3c(=O)oc4ccccc4c3nc12	-29	-1	-28	-10	14	-21	-2.0	-24	-8	-39	-0.1
COc1cccc(NC(=O)CN(C)C(=O)c2c(-c3ccccc3)noc2C)c1	3	-2	-7	-16	6	14	-0.2	3	4	8	-0.1
Cc1cccc(OC(C)C(=O)Nc2ccc(S(=O)(=O)N3CCCC3)cc2)c1 (stereo not given)	10	3	0	29	0	-30	-0.3	18	17	11	0.0
O=C(Nc1ccc(F)c(Cl)c1)c1cc(-c2ccco2)on1	3	2	-16	11	-19	0	1.1	-84	0	-178	0.1
CCn1c(SCC(=O)O)nnc1-c1ccc2[nH]c(C)c(C)c2c1	13	1	16	-8	7	15	-1.6	-12	-1	-7	0.1
Cn1cc(CN2CCCC(CNC(=O)c3ccc4c(c3)OCO4)C2)c2ccccc21 (stereo not given)	14	0	-9	10	7	-20	-0.7	-4	5	7	0.0
COc1ccc2c(c1)c(=O)cc(-c1ccccc1)n2C	-33	0	-21	-10	-30	-3	2.1	-95	3	-160	0.3
C=C1C(=O)[C@]23C[C@H]1CCC2[C@@]1(C)C(C[C@@H]3O)[C@](C)(C(=O)O)CC[C@@H]1O (stereo not given in full)	29	/	32	31	/	83*	-1.3	4	-20	-2	0.1
Cc1nn(C)c(C(=O)N2CCN(C(=O)c3ccco3)CC2)c1[N+](=O)[O-]	-6	-3	-8	-28	20	-4	6.6	13	14	15	0.0
COc1ccc(-c2cc3nc4c(c(N5CCC6(CC5)OCCO6)n3n2)CCC4)cc1	-7	2	-34	0	4	9	0.8	-26	-1	-16	0.1
COCCNC(=O)C1(C)CCCN(C(=O)c2c(F)ccc(C)c2F)C1 (stereo not given)	-10	/	-3	-19	/	18	-0.9	14	5	7	0.3
COc1ccc(CC(=O)Nc2ccc(C(=O)NCC(C)C)cc2)cc1	11	-3	8	4	-3	1	-0.3	10	4	13	0.0
C=CCN1C(=O)C2(OCCCO2)c2cc(CCCC)ccc21	-10	-1	-1	16	6	-7	-0.7	9	3	12	0.0
O=C(COc1cccnc1[N+](=O)[O-])Nc1c(Cl)cccc1Cl	-4	/	-15	7	7	-16	1.3	-17	-1	-1	0.2
